Assay outcomes from PubChem BioAssay.
EBV gp42 inh = inhibitors of Epstein-Barr virus glycoprotein 42 | Q1HVG2 | Fluorescence polarization binding assay, mP read-out | inhibition, % (tested at 21.74 µM) | actives 0.42% (n = 220,000) | AID 1085; in the data active = inhibition above about 50%
Target sequence (Q1HVG2 whole entry, looked up): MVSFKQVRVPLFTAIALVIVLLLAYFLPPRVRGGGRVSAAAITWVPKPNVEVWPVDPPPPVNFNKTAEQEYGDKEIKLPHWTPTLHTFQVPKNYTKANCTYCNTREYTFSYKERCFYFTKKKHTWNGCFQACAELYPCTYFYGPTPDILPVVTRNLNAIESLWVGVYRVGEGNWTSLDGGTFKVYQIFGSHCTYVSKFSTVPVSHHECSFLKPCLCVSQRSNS
Tb hexokinase = blocks Trypanosoma brucei hexokinase 1 activity | actives 0.11% (n = 220,000) | inhibition, % at 10 µM | recombinant TbHK1, G6PDH-coupled NADH A340;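 active = inhibition of 50% or more in the single-dose primary screen; inactive = inhibition below 50%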
TRPN1 ag = agonists of zebrafish TRPN1 channel. HEK293 zebrafish TRPN1-YFP, Fluo-8 calcium fluorescence; 100% = response to 87 µM carbachol. activation, % at 3 µM. actives 0.18% (n = 220,000);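 active = activation above its plate's cutoff, the mean activation of test wells on that plate plus 3 SD, cut at about 19% in these data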;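 note: 0% = DMSO alone and 100% = 87 µM carbachol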
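Material: zebrafish TRPN1-YFP in HEK293 cells; Doses: single test compound dose, 3 µM nominal, 0.3% DMSO; Timing: dye loading 1 h at 37 °C, then 30 min room temperature; Technique: intracellular calcium fluorescence with Fluo-8; Benchmarks: high carbachol 87 µM, low DMSO alone.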
Cl transport mod = KCC2 (human) Cl- transport modulation; KCC2 cells, thallium flux FluoZin-2 fluorescence; Q9H2X9; AID 1456; actives 2.2% (n = 190,000); B-score of Tl+ flux slope (higher = more flux/activation; lower = inhibition) at 10 µM;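 active = thallium flux slope and its plate-corrected score both differing from the plate sample mean at a set confidence after two filtering rounds, in either direction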;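 note: slope of fluorescence scaled to starting intensity during 10 to 20 s after thallium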
Furin inhibitor = blocks human furin protease activity. actives 0.061% (n = 220,000). P09958. inhibition, % at 30 µM. purified furin, fluorogenic substrate cleavage; in the data active = inhibition above about 25%; note: inactives centre near -15
Target sequence (P09958 108-714 limits assumed): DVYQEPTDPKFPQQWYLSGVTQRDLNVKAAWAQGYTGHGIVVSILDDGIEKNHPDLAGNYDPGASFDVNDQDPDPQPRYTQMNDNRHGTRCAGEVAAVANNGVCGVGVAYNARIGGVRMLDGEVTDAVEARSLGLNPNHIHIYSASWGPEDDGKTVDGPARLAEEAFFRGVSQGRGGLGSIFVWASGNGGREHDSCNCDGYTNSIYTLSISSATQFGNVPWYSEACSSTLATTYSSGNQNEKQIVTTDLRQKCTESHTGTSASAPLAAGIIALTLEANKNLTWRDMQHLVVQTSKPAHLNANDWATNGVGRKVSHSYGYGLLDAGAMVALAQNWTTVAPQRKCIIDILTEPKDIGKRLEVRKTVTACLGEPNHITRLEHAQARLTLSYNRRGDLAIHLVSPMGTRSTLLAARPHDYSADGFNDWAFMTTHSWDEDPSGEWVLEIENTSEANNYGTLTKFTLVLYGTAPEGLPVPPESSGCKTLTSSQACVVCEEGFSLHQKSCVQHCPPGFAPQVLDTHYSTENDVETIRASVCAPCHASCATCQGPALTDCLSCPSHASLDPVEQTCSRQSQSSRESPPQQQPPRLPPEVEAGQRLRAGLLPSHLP
TRPML3 ag = agonists of human TRPML3 channel | AID 1448 | actives 0.29% (n = 220,000) | activation, % at 3 µM | Q8TDD5 | HEK293 TRPML3-YFP, Fluo-8 calcium fluorescence; 100% = the carbachol control signal;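 active = activation above its plate's cutoff, the mean activation of the plate's test wells plus 3 SD, cut at about 12% in these data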;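 note: 0% = DMSO only wells and 100% = carbachol wells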
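Test system: HEK293 cells stably carrying human TRPML3-YFP; Doses: single dose, 3 µM final nominal compound, 0.3% DMSO final; Schedule: dye loading 1 h 37 °C then 30 min ambient, 125 s read; Technique: Fluo-8 calcium fluorescence; Benchmarks: high control carbachol 87 µM, low control DMSO.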
PPC-1+TRAIL kill = kills PPC-1 cancer cells in the presence of TRAIL. actives 0.41% (n = 220,000). PPC-1 cells + TRAIL, ATPLite viability luminescence. cell killing (% activity), % at 4 µM;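 active = cell killing above 50% in the first pass at 4 µM, then a duplicate retest at 5 µM averaging 50% or more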;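 note: plate controls were cells with TRAIL plus DMSO for no effect and medium-only wells lacking cells for full effect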
Thrombin inh = inhibitors of human thrombin | P00734 | alpha-thrombin, Boc-VPR-AMC fluorogenic substrate cleavage | inhibition, % at 5 µM | actives 0.26% (n = 220,000) | AID 1046;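 active = inhibition at or above 40%; inactive = inhibition below 40%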;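 note: 0% = enzyme with no compound and 100% = wells without enzyme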
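Test system: human alpha-thrombin; medium: pH 7.5 Tris-saline with Tween 20; times: reaction at room temperature; signal: AMC fluorescence at 355 nm excitation and 460 nm emission; also added: Boc-VPR-AMC substrate, 15 µM final; dosing: one concentration per compound, 5 µM, with 0.2% DMSO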
m-calpain inh = calpain II (pig) inhibition; actives 0.37% (n = 220,000); AID 1236; inhibition, % at 16 µM; purified calpain II, fluorogenic peptide substrate, 30 min;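 active = inhibition above about 50%, limit read from the data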
* marks the source's active call; other numbers are inactive results; . = no result given; [ ] = dose if it differs, or a comment. Random draw from the library; about 3.6% have a hit in one of these screens.

SMILES	EBV gp42 inh	Tb hexokinase	TRPN1 ag	Cl transport mod	Furin inhibitor	TRPML3 ag	PPC-1+TRAIL kill	Thrombin inh	m-calpain inh
CCCNC(=O)OC[C@H]1O[C@H](CCO/N=C/C[C@@H]2C=C[C@H](OC(C)=O)[C@@H](COC(C)=O)O2)C=C[C@@H]1Oc1ccc(OC)cc1	-11.3	3.9	3.7	-2.72	-8.8	-0.2	7.9	11.0	8.7
CC1C/C(=N\NC(=O)c2ccc(NS(=O)(=O)c3ccc(Br)cc3)cc2)CC(C)(C)C1 (centres undefined)	-1.2	-10.8	-0.3	-0.385	-20.0	-0.2	4.5	3.2	-33.7
O=C1CN=C(Nc2ccccc2Cl)N1c1ccccc1	-20.8	2.7	0.3	0.574	-7.4[20 µM]	-0.2	45.9	-2.3	-0.4
CCOC(=O)c1c(NC(=O)C2C3C=CC(CC3)C2C(=O)O)sc(C)c1C (centres undefined)	-14.9	-2.7	-0.1	-1.53	-27.9	0.7	24.0	-4.0	1.8
Cc1sc(NC(=O)Cn2cnnn2)nc1-c1ccc(Cl)cc1	-1.6	7.0	1.2	-0.425	-11.0	0.4	6.5	2.0	30.1
COc1ccc(-c2c(C)n([O-])c3c([n+]2=O)CCCC3)c(OC)c1	-5.1	6.6	1.0	.	-9.0[20 µM]	0.6	-9.5	-2.9	1.6
CC(=O)c1c(C)[nH]c(C(=O)OCC(=O)Nc2cc(S(=O)(=O)N3CCCC3)ccc2Cl)c1C	-6.4	1.2	2.1	-0.612	-13.9	0.9	11.7	-13.9	-2.8
Cc1ccc(S(=O)(=O)Cn2nnnc2C(c2ccccn2)N2CCN(c3ccccc3)CC2)cc1 (centres undefined)	-12.6	-4.2	0.4	.	-16.2	1.5	5.5	-5.2	-50.0
CC(=O)CSc1nnc(CN2C(=O)CSc3ccc(C(F)(F)F)cc32)n1C	-7.3	8.5	0.3	.	-10.0	0.6	-4.5	-1.0	7.6
O=C1c2ccccc2NC(c2ccc(Cl)cc2Cl)N1Cc1ccccc1 (centres undefined)	-17.5	4.6	-0.2	-0.085	-7.3[20 µM]	0.3	-4.7	-1.6	-322.4
COC(=O)CN1C(=O)Nc2ccc(Br)cc2C1c1ccccc1 (centres undefined)	-4.9	3.3	0.7	-0.375	-13.9[20 µM]	0.0	9.2	0.9	-6.3
CC(C)(C)c1ccc(C(=O)c2c[nH]c(C(=O)NCCc3ccccn3)c2)cc1	-10.0	1.9	0.5	-0.186	-24.0	0.3	19.5	-10.8	10.9
CCOc1ccc(/C=C2\SC(=S)N(CC(=O)N(CCO)C(C)(C)C)C2=O)cc1	-0.5	-6.7	0.7	0.116	-18.5	0.6	12.5	0.5	11.7
CCOC(=O)Cc1csc(NC(=O)CCN2C(=O)c3ccccc3C2=O)n1	-20.6	-7.4	0.8	.	-26.3	0.1	16.0	-3.0	32.0
O=C(C1CCCN1S(=O)(=O)c1cccc2nsnc12)N1CCCCC1 (centres undefined)	-0.3	-1.5	2.2	0.00525	-7.4	0.3	-4.5	-4.8	-10.6

Arranged by molar mass (high to low): part of the list above.
SMILES	EBV gp42 inh	Tb hexokinase	TRPN1 ag	Cl transport mod	Furin inhibitor	TRPML3 ag	PPC-1+TRAIL kill	Thrombin inh	m-calpain inh
CC1C/C(=N\NC(=O)c2ccc(NS(=O)(=O)c3ccc(Br)cc3)cc2)CC(C)(C)C1 (centres undefined)	-1.2	-10.8	-0.3	-0.385	-20.0	-0.2	4.5	3.2	-33.7
CC(=O)c1c(C)[nH]c(C(=O)OCC(=O)Nc2cc(S(=O)(=O)N3CCCC3)ccc2Cl)c1C	-6.4	1.2	2.1	-0.612	-13.9	0.9	11.7	-13.9	-2.8
CCOC(=O)Cc1csc(NC(=O)CCN2C(=O)c3ccccc3C2=O)n1	-20.6	-7.4	0.8	.	-26.3	0.1	16.0	-3.0	32.0
COc1ccc(-c2c(C)n([O-])c3c([n+]2=O)CCCC3)c(OC)c1	-5.1	6.6	1.0	.	-9.0[20 µM]	0.6	-9.5	-2.9	1.6

New compounds follow.
SMILES	EBV gp42 inh	Tb hexokinase	TRPN1 ag	Cl transport mod	Furin inhibitor	TRPML3 ag	PPC-1+TRAIL kill	Thrombin inh	m-calpain inh
Cc1cc2nc(SCCOC(=O)Nc3ccc(Cl)cc3)nc(C)c2cc1C	-23.7	-6.7	0.4	-0.149	-9.6[20 µM]	0.6	24.9	2.4	-6.9
Cc1nc2c(C(=O)NCc3ccco3)cnn2c(C)c1Cc1ccc(F)cc1Cl	2.0	26.3	0.8	-2.22	-15.2	0.3	6.2	3.2	-141.8
C[C@H](NC(=O)c1[nH]cnc1C(=O)Nc1ccccc1)C(=O)OC(C)(C)C	-5.4	-5.1	.	-0.41	-22.9	.	9.4	-0.1	4.4
CCN(CC)S(=O)(=O)c1ccc(N/N=C/c2cc(OC)c(OC)cc2OC)nc1	-12.8	-11.5	-0.2	-0.911	-11.1	0.8	-7.8	-3.0	-4.9
Cc1ccc(-c2nn3c(-c4ccco4)nnc3c3ccccc23)cc1S(=O)(=O)NCC1CCCO1 (centres undefined)	-0.7	2.3	-0.4	-1.69	-8.6	1.2	-5.6	-3.0	-72.1
Cc1nc(N2CCOCC2)nc(N2CCCC2)c1[N+](=O)[O-]	6.8	-7.8	-0.8	0.368	-15.4	-0.2	24.4	-0.9	10.7
Cc1ccccc1C(=O)NNC(=O)CN1C(=O)c2ccccc2C1=O	-8.1	0.7	1.0	0.675	-21.5	1.2	15.4	-3.5	-15.7
CC(C)(C)c1ccc(C(=O)OCC(=O)Nc2sc3c(c2C#N)CCC3)cc1	-20.4	-6.7	0.6	0.313	-23.7	0.3	-6.3	1.2	-11.0
COc1nc(OC)nc(N(C)CCO)n1	-30.7	4.9	1.0	0.513	-3.9	0.4	13.3	-0.7	13.5
CCOc1ccc2c(c1)C(N(CCN1CCOCC1)C(=O)Nc1ccccc1)CC(C)(C)O2 (centres undefined)	8.6	-14.3	-0.8	0.309	-23.3	0.3	5.2	10.4	-22.0
Cc1nc2ccc(NC(=O)C3CCN(S(=O)(=O)c4cccs4)CC3)cc2s1	-36.0	-3.7	1.5	-2.72	-10.6	0.6	-0.2	-16.8	-4.4
O=C(COc1ccc(Cl)cc1Cl)Nc1ccccn1	-3.1	4.6	-0.9	-0.195	-14.8[20 µM]	-0.3	22.7	-5.2	-15.2
C=CCn1c(C)cc(C(=O)CN2C(=O)NC3(CCCc4ccccc43)C2=O)c1C (centres undefined)	3.7	-6.4	1.9	-0.503	-20.7[20 µM]	0.5	16.3	-3.7	30.9
NC(=O)c1sc2nc3c(c(-c4cccnc4)c2c1N)CCC3	-17.5	-5.6	-0.5	1.65	-10.7[20 µM]	1.7	11.2	2.6	-17.4
Cc1csc(SCC(=O)c2cc(C)n(Cc3cccs3)c2C)n1	-9.4	-4.5	0.9	.	-12.8[20 µM]	0.8	30.3	5.4	0.1

Compound profiles, as listed above:
`NC(=O)c1sc2nc3c(c(-c4cccnc4)c2c1N)CCC3` is listed with EBV gp42 inh: -17.5; Tb hexokinase: -5.6; TRPN1 ag: -0.5; Cl transport mod: 1.65; Furin inhibitor: -10.7[20 µM]; TRPML3 ag: 1.7; PPC-1+TRAIL kill: 11.2; Thrombin inh: 2.6; m-calpain inh: -17.4
`Cc1csc(SCC(=O)c2cc(C)n(Cc3cccs3)c2C)n1` is listed with EBV gp42 inh: -9.4; Tb hexokinase: -4.5; TRPN1 ag: 0.9; Cl transport mod: .; Furin inhibitor: -12.8[20 µM]; TRPML3 ag: 0.8; PPC-1+TRAIL kill: 30.3; Thrombin inh: 5.4; m-calpain inh: 0.1

(next part)
SMILES	EBV gp42 inh	Tb hexokinase	TRPN1 ag	Cl transport mod	Furin inhibitor	TRPML3 ag	PPC-1+TRAIL kill	Thrombin inh	m-calpain inh
Cc1cccc(S(=O)(=O)NCCc2ccccc2)c1	1.8	-0.3	-1.4	-0.0223	-27.9	-0.8	0.8	-4.4	13.8
Oc1c(Cl)cc(Cl)cc1C=Nc1cc(C(F)(F)F)ccc1N1CCc2ccccc2C1	-1.2	-17.2	-2.3	-1.08	-9.6	-0.8	37.4	-2.0	10.0
Cc1ccc(-c2nn(-c3ccccc3)cc2CN(C)C(=O)CCC(=O)O)cc1C	8.5	-7.2	1.4	.	-6.4	1.6	-2.6	1.0	6.6
CCOC(=O)C(C)Oc1ccccc1C1NC(=O)NC(C)=C1C(=O)Nc1ccc(C)c(C)c1 (centres undefined)	-5.9	-4.8	-1.6	0.209	-19.4[20 µM]	0.3	10.9	-6.8	13.7
COCCNC(=S)N/N=C(\C)c1ccc(C)c([N+](=O)[O-])c1	-13.8	-6.6	-0.3	0.16	-21.6	-0.1	-7.2	1.7	10.5
OCC[C@H]1C[C@@H](O)[C@H](O)[C@]2(CCCCO2)O1	-15.2	-2.2	.	0.83	-28.0	.	-0.8	1.1	-6.0
COc1ccc(NC(=O)CN2CCN(CC(=O)Nc3ccccc3Cl)CC2)cc1	-19.0	2.3	-1.0	.	-16.2	1.8	13.3	-3.4	-3.2
O=c1[nH]c2ccccc2nc1C(Nc1ccccc1)c1ccccc1 (centres undefined)	-4.6	-6.7	-2.6	0.64	-18.1	-0.6	3.9	-10.3	-20.3
CN(CCN1CCOCC1)Cc1nc(-c2ccc3c(c2)OCO3)no1	-3.0	-5.6	0.7	0.728	-19.9	1.1	0.8	-7.2	-8.9
O=C(Oc1ccc2c(=O)c(Oc3ccc4ccccc4c3)coc2c1)c1ccco1	-4.7	-1.9	1.0	.	-17.9[20 µM]	0.3	-30.1	4.0	-295.3

An excerpt of these results, with values under each structure:
Screens in order – EBV gp42 inh | Tb hexokinase | TRPN1 ag | Cl transport mod | Furin inhibitor | TRPML3 ag | PPC-1+TRAIL kill | Thrombin inh | m-calpain inh
- Oc1c(Cl)cc(Cl)cc1C=Nc1cc(C(F)(F)F)ccc1N1CCc2ccccc2C1
    -1.2 | -17.2 | -2.3 | -1.08 | -9.6 | -0.8 | 37.4 | -2.0 | 10.0
- Cc1ccc(-c2nn(-c3ccccc3)cc2CN(C)C(=O)CCC(=O)O)cc1C
    8.5 | -7.2 | 1.4 | . | -6.4 | 1.6 | -2.6 | 1.0 | 6.6
